Source: PubChem BioAssay (NMMLSC)
Bim-Bcl-B = inhibitors of Bim-Bcl-B binding, primary screen, biochemical, multiplexed, human Bcl-2 family | Bcl-2-like protein 10 (Homo sapiens), Q9HD36 | bead-based flow cytometry, Bim peptide-Bcl-B binding | inhibition, % at 10 µM | 190,000 compounds, 0.073% hits | AID 951, 2007;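 also: 0% = tracer peptide without compound and 100% = reference inhibitor peptide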
ABCB1 inh = ABCB1 efflux pump inhibitors, primary screen, cell-based, multiplex, flow cytometry, ABCG2 counter-screen; ATP-dependent translocase ABCB1 (Homo sapiens), P08183; CCRF-Adr cells, JC-1 efflux; inhibition, % at 6.6 µM; 190,000 compounds, 0.067% hits; in the data active = inhibition above about 40%;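 also: 0% = vehicle and 100% = reference inhibitor; higher value means more JC-1 retained so stronger ABCB1 efflux block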
Target sequence (P08183 whole entry, looked up): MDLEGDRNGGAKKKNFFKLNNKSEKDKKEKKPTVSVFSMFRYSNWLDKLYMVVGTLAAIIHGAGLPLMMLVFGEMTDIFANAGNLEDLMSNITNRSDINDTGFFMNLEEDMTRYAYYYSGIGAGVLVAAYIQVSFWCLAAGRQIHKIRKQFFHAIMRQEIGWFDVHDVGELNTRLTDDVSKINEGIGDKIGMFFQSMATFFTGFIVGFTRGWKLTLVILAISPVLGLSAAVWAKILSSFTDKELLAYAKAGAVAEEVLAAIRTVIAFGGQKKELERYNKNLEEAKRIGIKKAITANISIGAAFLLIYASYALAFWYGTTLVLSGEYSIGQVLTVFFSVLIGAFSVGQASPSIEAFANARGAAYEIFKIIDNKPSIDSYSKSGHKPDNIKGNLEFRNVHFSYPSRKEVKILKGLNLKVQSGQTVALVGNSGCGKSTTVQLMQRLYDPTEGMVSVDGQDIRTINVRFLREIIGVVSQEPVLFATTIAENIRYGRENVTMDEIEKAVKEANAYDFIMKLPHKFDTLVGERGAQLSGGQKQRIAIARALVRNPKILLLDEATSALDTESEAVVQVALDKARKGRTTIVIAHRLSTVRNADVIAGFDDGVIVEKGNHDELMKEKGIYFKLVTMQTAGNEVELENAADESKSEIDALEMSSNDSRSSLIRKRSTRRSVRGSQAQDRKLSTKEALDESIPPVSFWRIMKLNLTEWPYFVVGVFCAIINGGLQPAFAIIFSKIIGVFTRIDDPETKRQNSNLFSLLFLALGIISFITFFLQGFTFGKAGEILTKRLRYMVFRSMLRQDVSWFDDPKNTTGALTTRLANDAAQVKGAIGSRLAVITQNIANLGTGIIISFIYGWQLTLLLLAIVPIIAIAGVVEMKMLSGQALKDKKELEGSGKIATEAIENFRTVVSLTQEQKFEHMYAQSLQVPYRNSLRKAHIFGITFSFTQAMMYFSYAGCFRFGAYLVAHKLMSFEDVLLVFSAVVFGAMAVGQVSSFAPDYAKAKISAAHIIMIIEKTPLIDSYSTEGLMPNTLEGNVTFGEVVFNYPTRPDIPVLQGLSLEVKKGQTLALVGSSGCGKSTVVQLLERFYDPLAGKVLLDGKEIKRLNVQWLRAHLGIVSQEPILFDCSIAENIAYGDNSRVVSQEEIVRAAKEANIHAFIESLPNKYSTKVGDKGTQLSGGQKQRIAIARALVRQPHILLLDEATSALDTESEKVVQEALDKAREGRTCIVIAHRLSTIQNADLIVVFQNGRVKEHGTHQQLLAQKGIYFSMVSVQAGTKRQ
RGS8-Gao reg = RGS8-Galphao binding modulators, primary screen, biochemical, multiplexed bead flow cytometry. AID 1423, 2008. response (percent of control binding), % at 10 µM. 220,000 compounds, 0.34% hits. actives lie on both sides; in the data active = response below about 60% or above about 140%; inactive = in between;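 also: Galphao activated as the GDP aluminium fluoride complex binding bead-coupled RGS8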
RGS4-Gao reg = modulators of RGS4 binding to Galphao, primary screen, biochemical, multiplexed bead flow cytometry; Guanine nucleotide-binding protein G(o) subunit alpha (Homo sapiens), P09471; actives lie on both sides; binding response (% of control), % at 10 µM; 220,000 compounds, 0.33% hits; AID 1415, 2008; in the data active = binding response below about 49% or above about 150%; inactive = in between;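 also: fluorescent Galphao activated with aluminum fluoride binding bead-coupled RGS4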
ABCG2 block = ABCG2 efflux pump inhibitors, primary screen, multiplex with ABCB1, IgMXP3 cells, flow cytometry; Broad substrate specificity ATP-binding cassette transporter ABCG2 (Homo sapiens), Q9UNQ0; JC-1 efflux; inhibition, % at 6.6 µM; 190,000 compounds, 0.1% hits; AID 1325, 2008;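 active = inhibition above 80%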;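 also: 0% = DMSO and 100% = nicardipine control wells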
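Read-out basis: Efflux inhibition in percent versus controls | Test system: ABCG2 IgMXP3 and barcoded ABCB1 CCRF-Adr cell mix | Quantity: 3 million cells/mL in well | Schedule: 10 min at 25 °C | Control set: Nicardipine as high control, DMSO as low control | Reagent: JC-1 as fluorescent efflux pump substrate | Signal: Flow cytometry of retained JC-1 fluorescence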
Bim-Bcl-2 = inhibitors of Bim-Bcl-2 binding, primary screen, biochemical, multiplexed, human Bcl-2 family; Apoptosis regulator Bcl-2 (Homo sapiens), P10415; Bead-based flow cytometry, Bim peptide-Bcl-2 binding; inhibition, % at 10 µM; 190,000 compounds, 0.06% hits; AID 950, 2007; in the data active = inhibition above about 40%; inconclusive = no clear call, values can overlap the other calls;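 also: 0% = no compound wells with probe peptide and 100% = reference peptide inhibitor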
Bim-Bcl-W = inhibitors of Bim binding to Bcl-W, primary screen, biochemical, multiplexed, bead-based flow cytometry; AID 952, 2007; Bim peptide-Bcl-W binding; Bcl-2-like protein 2 (Homo sapiens), Q92843; 190,000 compounds, 0.02% hits; inhibition, % at 10 µM;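 also: 0% = bound tracer without compound and 100% = peptide blocker; higher means less fluorescent Bim peptide bound to Bcl-W beads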
Bfl-1 Bim block = inhibitors of Bim binding to Bfl-1, primary screen, biochemical, multiplexed, bead-based flow cytometry; 190,000 compounds, 0.12% hits; Bcl-2-related protein A1 (Homo sapiens), Q16548; AID 1008, 2008; Bim-Bfl-1 binding inhibition; inhibition, % at 10 µM;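 also: 0% = wells without compound plus tracer and 100% = blocker peptide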
RGS7-Gao = RGS7-Galphao binding modulators, primary screen, biochemical, multiplexed bead flow cytometry. actives lie on both sides. binding response (% of control), % at 10 µM. 220,000 compounds, 0.35% hits. AID 1439, 2008; in the data active = binding response below about 49% or above about 150%; inconclusive = no clear call, values can overlap the other calls; inactive = in between;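 also: fluorescent Galphao held in activated GDP-AlF4 state binding bead-coupled RGS7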
GSH bead fluor = compound fluorescence on glutathione beads, profiling panel, artefact control, biophysical, 488/530 nm, flow cytometry; GSH beads flow cytometry, compound fluorescence 488/530 nm; hits give high values; fluorescence (KMESF) at 10 µM; 190,000 compounds, 0.25% hits; AID 1776, 2009; in the data active = fluorescence above about 89;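 also: glutathione beads carrying GST-tagged Bcl family fusion proteins plus one bare bead set; values are compound well signal with DMSO vehicle wells as background; inactives centre near 16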
Bcl-XL Bim block = inhibitors of Bim-Bcl-XL binding, primary screen, biochemical, multiplexed, bead flow cytometry, human Bcl-XL. Bcl-2-like protein 1 (Homo sapiens), Q07817. Bim peptide-Bcl-XL binding, fluorescence. inhibition, % at 10 µM. 190,000 compounds, 0.04% hits. AID 1007, 2008
An asterisk follows results filed as active; ? = inconclusive; [ ] = remark or other dose. Rule as the data show it, unless noted: active = inhibition above about 40%.

The first six compounds, ahead of the listing:
SMILES	Bim-Bcl-B	ABCB1 inh	RGS8-Gao reg	RGS4-Gao reg	ABCG2 block	Bim-Bcl-2	Bim-Bcl-W	Bfl-1 Bim block	RGS7-Gao	GSH bead fluor	Bcl-XL Bim block
Cc1cc2c(cc1C)-c1c(ssc1=Nc1ccc(S(N)(=O)=O)cc1)C(C)(C)N2	-2	1.1	102	104	6	2	2	2	95	11	-1
O=C(CCl)Nc1cccn2ncnc12	0	0.1	103	101	1	-2	0	0	104	24	0
COc1ccc(OCCNC(=O)c2cccc(Oc3ccc(C(F)(F)F)cc3[N+](=O)[O-])c2)cc1	-7	0.7	99	99	2	-3	-5	-14	98	15	-9
COc1ccc(/C=N/NC(=O)c2ccccc2[N+](=O)[O-])cc1CN1CCc2cc(OC)c(OC)cc2C1C (configuration not stated)	1	0.3	101	102	1	0	-2	-2	97	11	-4
C=C(C)C1CC=C(CN2CC(C)OC(C)C2)CC1 (configuration not stated)	-2	0.4	100	100	1	-10	0	-12	101	33	5
COc1ccc(NC(=O)CC2(CC(=O)O)CCCC2)cn1	-5	0.6	100	98	5	-6	-5	-8	?	15	-2

The listing, previewed entries included:
SMILES	Bim-Bcl-B	ABCB1 inh	RGS8-Gao reg	RGS4-Gao reg	ABCG2 block	Bim-Bcl-2	Bim-Bcl-W	Bfl-1 Bim block	RGS7-Gao	GSH bead fluor	Bcl-XL Bim block
Cc1cc2c(cc1C)-c1c(ssc1=Nc1ccc(S(N)(=O)=O)cc1)C(C)(C)N2	-2	1.1	102	104	6	2	2	2	95	11	-1
O=C(CCl)Nc1cccn2ncnc12	0	0.1	103	101	1	-2	0	0	104	24	0
COc1ccc(OCCNC(=O)c2cccc(Oc3ccc(C(F)(F)F)cc3[N+](=O)[O-])c2)cc1	-7	0.7	99	99	2	-3	-5	-14	98	15	-9
COc1ccc(/C=N/NC(=O)c2ccccc2[N+](=O)[O-])cc1CN1CCc2cc(OC)c(OC)cc2C1C (configuration not stated)	1	0.3	101	102	1	0	-2	-2	97	11	-4
C=C(C)C1CC=C(CN2CC(C)OC(C)C2)CC1 (configuration not stated)	-2	0.4	100	100	1	-10	0	-12	101	33	5
COc1ccc(NC(=O)CC2(CC(=O)O)CCCC2)cn1	-5	0.6	100	98	5	-6	-5	-8	?	15	-2
CCOC(=O)C1C2C=CC3(CN(Cc4ccco4)C(=O)C13)O2 (configuration not stated)	0	-2.2	110	107	-18	0	-2	0	105	18	1
CCCOC(=O)c1ccc(-c2ccc(C=O)o2)cc1	-7	0.5	103	103	10	-7	-4	-12	100	16	-5
CC(=O)Nc1cccc(/C(C)=N\NC(=O)c2ccc(Cn3nc([N+](=O)[O-])c(Cl)c3C)o2)c1	3	1.1	99	104	15	1	2	0	98	5	4
Cc1cc(C)cc(C(=O)NCC(=O)OCC(=O)N(C)C2CCS(=O)(=O)C2)c1 (configuration not stated)	-2	32	98	95	-1	0	0	0	92	29	-4
Cc1cc2oc(C(=O)Nc3ccc(S(=O)(=O)N4CCCC(C)C4)cc3)cc(=O)c2cc1Cl (configuration not stated)	-9	0.0	104	103	0	-6	-5	-1	103	9	-4
COC(=O)NCN1C(=O)C2C3C=CC(C3)C2C1=O (configuration not stated)	2	1.4	103	100	14	-4	-6	5	83	22	0
CCn1c(SCC(=O)NNC(=O)c2ccc(C)cc2)nnc1-c1ccco1	-5	1.5	101	101	2	-5	-2	-8	99	10	-6
N#Cc1cc2c(nc1SCc1ccc(Cl)cc1)CCCC2	-15	-0.1	103	101	2	-5	-8	0	100	14	-7
CCOc1ccccc1Nc1ccc(C(=O)O)cc1[N+](=O)[O-]	1	0.0	98	101	3	-1	0	-2	106	12	-1
COc1ccc(S(=O)(=O)N(NC2=NS(=O)(=O)c3ccccc32)C(=O)C(C)C)cc1	-7	-0.3	102	99	-1	-3	-3	-9	95	8	-1
COCCN(C(=O)CCl)C(C(=O)NC1CCCCC1)c1ccccc1C (configuration not stated)	-2	0.9	102	100	5	-7	0	-15	96	13	0
CCOC(=O)N1CCN(C(=O)C2CCN(S(=O)(=O)c3ccc(OC)cc3)CC2)CC1	-2	0.0	106	104	0	1	0	-6	106	15	-1
[O-]c1n[n+](-c2ccc(Cl)cc2Cl)cc2ccccc12	-2	2.1	100	100	4	0	0	-2	98	13	-3
Cc1cccc(N(C(=O)c2csnn2)C(C(=O)NC(C)(C)C)c2ccncc2)c1 (configuration not stated)	1	0.6	105	105	1	-19	19	-10	101	18	12
CCOc1ccc(OCc2ccc(C(=O)N(CC)CC)cc2)cc1	-5	0.1	101	101	12	-2	-3	-8	?	15	-3
COc1ccc(C2=Nn3c(nnc3-c3ccco3)SC2)cc1	9	0.2	95	68	1	-2	9	-6	73	21	-10
CN(Cc1cccs1)C(=O)Cc1c[nH]c2ccccc12	-5	0.6	101	101	7	-9	-4	-7	101	11	-3
COc1ccc(NC(=O)c2cc(OC)c(OC)c(OC)c2Br)cc1OC	-9	0.8	92	98	9	-7	-5	-9	99	15	-3
COc1cccc(OCCOCCOc2ccc(C)cc2[N+](=O)[O-])c1	0	1.8	104	104	61	-10	0	-20	98	11	0
O=C(CCC(=O)N1CCCc2ccccc21)N1CCN(S(=O)(=O)c2ccccc2)CC1	1	0.8	97	100	5	-3	0	-6	99	51	-4
CC(Sc1ccc(Cl)cc1)C(=O)Nc1ccccc1C(=O)N1CCOCC1 (configuration not stated)	-5	0.1	101	103	1	-2	6	-1	105	7	0
CCN1CCN(c2ccc(NC(=O)CCc3c(C)nc4c(-c5ccc(F)cc5)c(C)nn4c3C)cc2)CC1	-2	3.1	108	103	27	-2	0	-1	101	12	-3
O=C1OC(c2ccccc2)=N/C1=C\N1CCCCC1	-7	0.3	96	96	2	-5	-2	-3	94	20	0
O=C(Nn1cnc2ccccc2c1=O)c1ccccc1[N+](=O)[O-]	2	0.0	95	90	0	4	9	0	88	19	6
CCCOc1ccc(N2C(=O)CC(SC(=NCC)Nc3cccc(F)c3)C2=O)cc1 (configuration not stated)	-1	0.1	103	101	0	-12	4	7	100	20	1
COc1ccccc1C(=O)N1CCNC(=O)C1CC(=O)Nc1cccc(C)c1 (configuration not stated)	-5	0.1	101	103	0	-10	-2	-6	240*[activator]	10	-5
COc1cc(C)ccc1OCCCOc1ccccc1Cl	0	0.7	94	93	3	-6	-4	-4	92	62	-3
O=C(c1nnc(Cc2ccc(Cl)cc2)o1)N1CCOCC1	-3	0.6	101	105	2	-3	-3	0	104	14	-7
O=[N+]([O-])c1ccc(COc2ccc(Br)cc2CN2CCOCC2)cc1	-3	1.8	107	103	8	-1	0	-6	98	25	-1
CCCC(=O)NC(=S)Nc1cccc2c(O)cccc12	-14	1.3	102	106	59	-3	-5	1	?	15	-6
C/C(Cn1cnc([N+](=O)[O-])n1)=N\NC(=O)c1ccc(F)cc1	-7	0.0	105	103	2	3	-3	-2	99	20	-8
CCOc1cc(CN2CCOCC2)cc(C(C)=O)c1	-11	0.0	108	106	0	-7	-3	-9	103	47	-17
COCCN1Cc2cccc(C(=O)Nc3c(C)cc(C)cc3C)c2C1=O	-2	2.1	103	109	7	2	0	-3	109	9	1
CS(=O)(=O)N1CCN(CCN2C(=O)c3cccc4cccc(c34)C2=O)CC1	0	0.5	104	98	0	3	3	4	97	23	1

Rewritten in markdown: entries from further up
| Structure | Bim-Bcl-B | ABCB1 inh | RGS8-Gao reg | RGS4-Gao reg | ABCG2 block | Bim-Bcl-2 | Bim-Bcl-W | Bfl-1 Bim block | RGS7-Gao | GSH bead fluor | Bcl-XL Bim block |
| --- | --- | --- | --- | --- | --- | --- | --- | --- | --- | --- | --- |
| COc1ccccc1C(=O)N1CCNC(=O)C1CC(=O)Nc1cccc(C)c1 (configuration not stated) | -5 | 0.1 | 101 | 103 | 0 | -10 | -2 | -6 | 240*[activator] | 10 | -5 |
| COc1cc(C)ccc1OCCCOc1ccccc1Cl | 0 | 0.7 | 94 | 93 | 3 | -6 | -4 | -4 | 92 | 62 | -3 |
| O=C(c1nnc(Cc2ccc(Cl)cc2)o1)N1CCOCC1 | -3 | 0.6 | 101 | 105 | 2 | -3 | -3 | 0 | 104 | 14 | -7 |

Continuation:
SMILES	Bim-Bcl-B	ABCB1 inh	RGS8-Gao reg	RGS4-Gao reg	ABCG2 block	Bim-Bcl-2	Bim-Bcl-W	Bfl-1 Bim block	RGS7-Gao	GSH bead fluor	Bcl-XL Bim block
Cc1ccc(Cl)cc1N1CCN(S(=O)(=O)c2cnc[nH]2)CC1	-8	0.2	101	103	3	-8	-7	-9	100	15	-6
O=C(Nc1cccnc1)c1cc(-c2ccc(Br)cc2)on1	-1	-3.2	109	100	-4	-1	-3	-1	100	24	-5
CCS(=O)(=O)N1CCN(C(=O)CCC2CCCC2)CC1	-8	1.2	103	99	3	-7	-2	-18	99	19	-5
Cc1ccc(NC(=O)c2cc(S(=O)(=O)NCCc3ccccc3)ccc2F)cc1Cl	-2	-0.2	102	100	8	-4	0	-2	102	12	-3
COc1ccc(C(=O)Nn2c(SCc3cccc([N+](=O)[O-])c3)nc3ccccc3c2=O)cc1	-1	-0.3	97	98	-7	13	1	3	103	12	-3
Cc1ccc(CCNC(=O)c2nnn(-c3cc(C)cc(C)c3)c2N)cc1	-4	0.4	101	102	0	-4	2	-7	100	53	0
CC1CCN(CCOCCOc2ccccc2Br)CC1	-4	0.5	99	104	1	-1	0	-3	99	17	-2
CCOC(=O)c1sc(SC)c(C(C)=O)c1C	-5	0.1	101	105	15	-7	4	-8	104	44	0
Nc1[nH]ncc1-c1ccccc1	-2	-0.2	94	91	0	0	-5	-1	87	66	-5
Cc1ccc(C(=O)Nc2ccc3c(c2)OCO3)cc1	-1	-0.1	101	90	0	-1	0	0	96	11	-2
O=S(=O)(c1ccc(Br)cc1Cl)N1CCN(CCO)CC1	0	0.5	100	100	1	0	0	-1	98	12	0
COc1ccc(NC(=O)Nc2ccccc2SC)cc1	-8	0.2	87	98	8	2	0	2	?	19	-1
CCOc1cccc(/C=N/NC(=S)NCCN2CCOCC2)c1O	-23	2.1	100	102	16	0	1	1	99	19	-1
